Bioassay records: PubChem, several laboratories
CHRM4 PAM – positive allosteric modulators of human muscarinic M4 receptor; activation, % at 3 µM; CHO-K1 hM4/Gqi5, Fluo-8 calcium fluorescence, ACh EC20; 0% = ACh EC20, 100% = maximal ACh; 0.4% of 360,000 active; AID 624126; P08173;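 active = activation above its plate's cutoff, the mean activation of sample wells plus 3 SD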; also: some results filed as inactive read as strong as hits
Target sequence (P08173 whole entry, looked up): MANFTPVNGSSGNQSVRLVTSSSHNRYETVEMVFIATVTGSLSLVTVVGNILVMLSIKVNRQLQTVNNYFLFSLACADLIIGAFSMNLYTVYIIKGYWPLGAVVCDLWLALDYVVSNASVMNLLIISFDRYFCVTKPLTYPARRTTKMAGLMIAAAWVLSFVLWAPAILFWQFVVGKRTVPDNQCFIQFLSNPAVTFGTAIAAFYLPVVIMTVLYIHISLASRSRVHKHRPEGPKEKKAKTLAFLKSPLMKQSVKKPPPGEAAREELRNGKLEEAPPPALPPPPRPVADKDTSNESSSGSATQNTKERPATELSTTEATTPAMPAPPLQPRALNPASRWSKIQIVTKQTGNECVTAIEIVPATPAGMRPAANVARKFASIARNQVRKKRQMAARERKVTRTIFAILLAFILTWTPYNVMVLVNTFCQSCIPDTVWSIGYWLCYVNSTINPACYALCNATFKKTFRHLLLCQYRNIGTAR
M1 PAM parental – M1 PAM counterscreen hit in parental CHO-K1 cells; ATP EC20, Fluo-8 calcium fluorescence; 0% at ATP EC20, 100% at ATP max; activation, % at 3 µM; 0.02% of 360,000 active; AID 602247;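 active = activation above the run cutoff, the mean activation of all test compounds plus 3 SD, cut at about 40% in these data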;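 also: peak over basal fluorescence ratio in a 140 s read after ATP addition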
CHRM5 PAM – positive allosteric modulators of human muscarinic M5 receptor; CHO-K1 hM5, Fluo-8 calcium, ACh EC20 PAM; 0% = ACh EC20, 100% = ACh EC100; activation, % at 3 µM; 0.3% of 360,000 active;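 active = activation above the run cutoff, the mean activation of all test compounds plus 3 SD, cut at about 18% in these data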
Target sequence (P08912 whole entry, looked up): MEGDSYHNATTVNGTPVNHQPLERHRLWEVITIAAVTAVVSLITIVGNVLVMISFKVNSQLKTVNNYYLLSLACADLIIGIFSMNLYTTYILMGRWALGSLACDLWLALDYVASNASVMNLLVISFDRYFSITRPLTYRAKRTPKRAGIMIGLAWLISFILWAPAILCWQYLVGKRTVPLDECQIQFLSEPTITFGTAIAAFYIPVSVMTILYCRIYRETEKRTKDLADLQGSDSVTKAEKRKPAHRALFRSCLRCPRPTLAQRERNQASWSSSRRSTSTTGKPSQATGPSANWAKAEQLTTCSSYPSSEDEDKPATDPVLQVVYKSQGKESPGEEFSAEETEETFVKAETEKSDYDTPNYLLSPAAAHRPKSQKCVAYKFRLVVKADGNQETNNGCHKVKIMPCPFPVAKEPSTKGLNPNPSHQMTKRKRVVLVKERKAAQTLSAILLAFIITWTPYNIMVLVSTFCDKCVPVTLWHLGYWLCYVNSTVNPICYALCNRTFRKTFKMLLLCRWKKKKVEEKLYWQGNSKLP
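System: CHO-K1 hM5 cells. Reagent: acetylcholine, EC20 level. Compound dosing: single dose, 3 µM nominal final test concentration. Timing: Post-acetylcholine fluorescence recording 140 s. Detection: Fluo-8 calcium fluorescence. Read-out: % activation, ACh-normalized. Benchmarks: ACh EC20 and EC100 wells. Repeats: singlicate, one well per test compound.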
TAAR1 ag – human TAAR1 agonism. Q96RJ0. CHO RD-HGA16 TAAR1, Fluo-8 calcium fluorescence; vehicle wells 0%, saturating PEA agonist 100%. activation, % at 3 µM. 0.99% of 360,000 active;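 active = activation above the mean activation of all test compounds in the run plus 3 SD, cut at about 38% in these data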
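Test system: RD-HGA16 (CHO) cells co-expressing Gα16 and hTAAR1; dosing: one-point dosing at 3 µM (nominal); timing: 17-24 h seeding, 75 min 37 °C dye, 30 min RT; signal: kinetic Fluo-8 calcium fluorescence; read-out basis: % activation relative to PEA EC100 response; controls: DMSO and PEA EC100; replicates: n 1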
CRFBP-R2 agonist – agonists of human CRF-binding protein/CRF-R2 receptor complex. HEK293 CRF-R2/CRF-BP, calcium dye fluorescence (FLIPR); percent of saturating CRF peptide response. activation, % at 13.2 µM. 0.46% of 350,000 active. AID 588473;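 active = activation of at least 50%, plus an integration ratio under a set limit after plate pattern correction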;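 also: plate controls were neutral control wells without compound for no effect and CRF at EC100 for full effect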
M5 antag – antagonists of human muscarinic M5 receptor (CHRM5); AID 624040; 0.59% of 360,000 active; P08912; inhibition, % at 3 µM; CHO-hM5 cells, Fluo-8 calcium fluorescence, ACh EC80;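 active = inhibition above a per-plate cutoff, the mean of that plate's test compounds plus 3 SD, cut at about 27% in these data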;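 also: 0% = acetylcholine EC80 with DMSO and 100% = DMSO without agonist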
CHRM5 agonist – CHRM5 agonism in calcium assay | P08912 | CHO-K1 hM5 cells, Fluo-8 calcium fluorescence; 0% DMSO wells, 100% maximal acetylcholine response | activation, % at 3 µM | 0.19% of 360,000 active | AID 624037;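 active = activation above the run's mean over test compounds plus 3 SD, cut at about 23% in these data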;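 also: signal is peak over basal fluorescence ratio across the kinetic read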
TAAR1 antagonist – human TAAR1 antagonism | Q96RJ0 | CHO RD-HGA16 TAAR1, Fluo-8 calcium fluorescence, antagonist | inhibition, % at 3 µM | 1.5% of 360,000 active;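 active = inhibition above a per-plate cutoff, the mean inhibition of test compounds on that plate plus 3 SD, cut at about 49% in these data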;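 also: 0% = DMSO plus EC80 beta-PEA response and 100% = DMSO alone without agonist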
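System: RD-HGA16 CHO cells with stable hTAAR1 and Gα16 | Probe or stimulus: EC80 β-phenethylamine stimulus | Dosing: 3 µM, single point | Times: Dye loading 75 min at 37 °C, then 30 min room temperature | Measured by: Fluo-8 calcium-sensitive fluorescence | Read-out basis: % inhibition of agonist calcium response | Replicates: n of 1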
CRFR2-BP antag – CRF-BP/CRF-R2 complex antagonism | inhibition, % at 11.8 µM | 0.59% of 350,000 active | HEK293 CRF-R2/CRF-BP, CRF-induced calcium fluorescence;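 active = inhibition of the ligand-induced calcium signal above about 50% at the single tested concentration, limit read from the data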
Starred values were filed as active, the others as inactive.

What do the screens show for `COc1cccc(-c2cc(C(=O)NCCc3ccccc3)no2)c1`?
CHRM4 PAM: -1; M1 PAM parental: 15; CHRM5 PAM: -4; TAAR1 ag: 6; CRFBP-R2 agonist: 1.1; M5 antag: 3; CHRM5 agonist: 1; TAAR1 antagonist: 0; CRFR2-BP antag: 9

Results for O=[N+]([O-])c1ccccc1/C=C/C=N/n1c(-c2ccccc2)n[nH]c1=S ?
CHRM4 PAM: -1; M1 PAM parental: 32; CHRM5 PAM: -1; TAAR1 ag: 3; CRFBP-R2 agonist: -2.2; M5 antag: 17; CHRM5 agonist: -4; TAAR1 antagonist: -12; CRFR2-BP antag: -1

Results for Cn1cc(CN2CCC(n3nccc3NC(=O)CCOc3ccccc3)CC2)cn1 ?
CHRM4 PAM: -4; M1 PAM parental: 6; CHRM5 PAM: -8; TAAR1 ag: 1; CRFBP-R2 agonist: 9.7; M5 antag: 29*; CHRM5 agonist: -4; TAAR1 antagonist: -14; CRFR2-BP antag: -18

How did O=C(COc1ccc(C(=O)NCc2cccnc2)cc1)Nc1cccc(C(F)(F)F)c1 do in these assays?
CHRM4 PAM: -4; M1 PAM parental: -27; CHRM5 PAM: -9; TAAR1 ag: 11; CRFBP-R2 agonist: 0.2; M5 antag: 8; CHRM5 agonist: 3; TAAR1 antagonist: 19; CRFR2-BP antag: 6

Results for O=C(CNC(=S)N(CCCN1CCOCC1)Cc1cccs1)NC1CC1 ?
CHRM4 PAM: 18; M1 PAM parental: -1; CHRM5 PAM: 11; TAAR1 ag: 5; CRFBP-R2 agonist: 0.0; M5 antag: -7; CHRM5 agonist: -1; TAAR1 antagonist: 0; CRFR2-BP antag: -3

Results for O=C(Oc1cccc2cccnc12)c1cccc(-n2cnnn2)c1 ?
CHRM4 PAM: 0; M1 PAM parental: -4; CHRM5 PAM: -4; TAAR1 ag: 0; CRFBP-R2 agonist: -0.3; M5 antag: 3; CHRM5 agonist: 1; TAAR1 antagonist: 10; CRFR2-BP antag: -18

How did COc1ccc(CNC(=O)c2ccc(=O)oc2)cc1OC do in these assays?
CHRM4 PAM: 2; M1 PAM parental: -1; CHRM5 PAM: -1; TAAR1 ag: 3; CRFBP-R2 agonist: -0.4; M5 antag: -3; CHRM5 agonist: -5; TAAR1 antagonist: 4; CRFR2-BP antag: 0

How did O=C(C[C@H]1C(=O)N(C2CCCCC2)C[C@@H]1Cc1ccccc1)Nc1ccccc1 do in these assays?
CHRM4 PAM: -1; M1 PAM parental: -6; CHRM5 PAM: 2; TAAR1 ag: 10; CRFBP-R2 agonist: -0.2; M5 antag: -5; CHRM5 agonist: 4; TAAR1 antagonist: 17; CRFR2-BP antag: -3

What do the screens show for `COc1ccc(/C=N\Nc2ccccc2[N+](=O)[O-])c(C(=O)O)c1OC`?
CHRM4 PAM: 8; M1 PAM parental: 12; CHRM5 PAM: -3; TAAR1 ag: 0; CRFBP-R2 agonist: -1.2; M5 antag: 13; CHRM5 agonist: -2; TAAR1 antagonist: -18; CRFR2-BP antag: -2

How did O=C(O)c1ccc[n+](Cc2ccc([N+](=O)[O-])cc2)c1 do in these assays?
CHRM4 PAM: -4; M1 PAM parental: 11; CHRM5 PAM: 2; TAAR1 ag: 2; CRFBP-R2 agonist: -2.6; M5 antag: 3; CHRM5 agonist: -2; TAAR1 antagonist: -22; CRFR2-BP antag: 4

What do the screens show for `Cc1onc(-c2ccccc2Cl)c1C(=O)NC(=S)Nc1ccccc1C(N)=O`?
CHRM4 PAM: 2; M1 PAM parental: 22; CHRM5 PAM: 5; TAAR1 ag: 2; CRFBP-R2 agonist: -2.6; M5 antag: 0; CHRM5 agonist: -1; TAAR1 antagonist: -3; CRFR2-BP antag: -3

Results for CN1C(=O)[C@H]2[C@@H](/C=C/c3ccccc3)N3C(=O)CN(CC4CC4)C(=O)[C@@]3(C)[C@H]2C1=O ?
CHRM4 PAM: 2; M1 PAM parental: -5; CHRM5 PAM: -1; TAAR1 ag: 0; CRFBP-R2 agonist: 2.8; M5 antag: -4; CHRM5 agonist: 3; TAAR1 antagonist: 16; CRFR2-BP antag: -2

Results for CC(C)NC(=O)C(=O)NCCC1CCCCN1S(=O)(=O)c1cccs1 (stereo not drawn) ?
CHRM4 PAM: 0; M1 PAM parental: 0; CHRM5 PAM: 2; TAAR1 ag: 0; CRFBP-R2 agonist: -2.4; M5 antag: 10; CHRM5 agonist: 0; TAAR1 antagonist: -15; CRFR2-BP antag: 10

How did COc1ccc(C(O)c2nc(-c3ccc(C)c(C)c3)cs2)cc1 (stereo not drawn) do in these assays?
CHRM4 PAM: 6; M1 PAM parental: 21; CHRM5 PAM: -1; TAAR1 ag: 0; M5 antag: 4; CHRM5 agonist: 3; TAAR1 antagonist: 2

What do the screens show for `O=C1NC(c2cccc(OCc3ccccc3)c2)Nc2ccccc21` (stereo not drawn)?
CHRM4 PAM: -5; M1 PAM parental: -20; CHRM5 PAM: -5; TAAR1 ag: -1; CRFBP-R2 agonist: -0.8; M5 antag: 10; CHRM5 agonist: 4; TAAR1 antagonist: 8; CRFR2-BP antag: 12

Results for CCOC(=O)N1CCC(n2c(SCC(=O)NCc3ccco3)nc3ccsc3c2=O)CC1 ?
CHRM4 PAM: 0; M1 PAM parental: 7; CHRM5 PAM: -12; CRFBP-R2 agonist: 2.5; M5 antag: 2; CHRM5 agonist: 7; CRFR2-BP antag: 10

How did COc1ccc(C(=O)NC(CCSC)C(=O)NC2CC2)cc1 (stereo not drawn) do in these assays?
CHRM4 PAM: 5; M1 PAM parental: 15; CHRM5 PAM: 1; TAAR1 ag: 1; CRFBP-R2 agonist: -1.0; M5 antag: 5; CHRM5 agonist: -1; TAAR1 antagonist: 2; CRFR2-BP antag: 2

Results for O=C(NCCN1CCOCC1)c1cc2ccccc2[nH]1 ?
CHRM4 PAM: -1; M1 PAM parental: 14; CHRM5 PAM: -2; TAAR1 ag: 11; CRFBP-R2 agonist: 2.2; M5 antag: 0; CHRM5 agonist: -2; TAAR1 antagonist: -6; CRFR2-BP antag: -9

What do the screens show for `O=C1CCCc2nc(N3CCN(C(=O)c4ccco4)CC3)ncc21`?
CHRM4 PAM: 0; M1 PAM parental: 15; CHRM5 PAM: -2; TAAR1 ag: 2; CRFBP-R2 agonist: 3.9; M5 antag: 3; CHRM5 agonist: -3; TAAR1 antagonist: -21; CRFR2-BP antag: -10

How did CCCCOC(=O)c1ccccc1N1C(=O)C2C3CCC(C3)C2C1=O (stereo not drawn) do in these assays?
CHRM4 PAM: -9; M1 PAM parental: -9; CHRM5 PAM: -5; TAAR1 ag: 1; CRFBP-R2 agonist: 2.7; M5 antag: 0; CHRM5 agonist: -1; TAAR1 antagonist: -12; CRFR2-BP antag: 11

How did O=C(NC1CC(=O)N(c2ccc(F)cc2)C1)N1CCN(C(=O)c2ccco2)CC1 (stereo not drawn) do in these assays?
CHRM4 PAM: 14; M1 PAM parental: 1; CHRM5 PAM: 4; TAAR1 ag: 0; CRFBP-R2 agonist: -0.4; M5 antag: -3; CHRM5 agonist: 3; TAAR1 antagonist: -3; CRFR2-BP antag: 10

Results for CC(C)C1Nc2ccc(S(=O)(=O)N3CCOCC3)cc2NC1=O (stereo not drawn) ?
CHRM4 PAM: -4; M1 PAM parental: -3; CHRM5 PAM: 0; TAAR1 ag: 0; CRFBP-R2 agonist: -4.0; M5 antag: 0; CHRM5 agonist: 2; TAAR1 antagonist: 3; CRFR2-BP antag: 3

Results for CCOC(=O)COc1ccc2c(=O)c(-c3ccc(OC)c(OC)c3)c(C(=O)OCC)oc2c1 ?
CHRM4 PAM: 6; M1 PAM parental: 12; CHRM5 PAM: 2; TAAR1 ag: 2; CRFBP-R2 agonist: -2.8; M5 antag: -4; CHRM5 agonist: 12; TAAR1 antagonist: 3; CRFR2-BP antag: 22

Results for Fc1ccc(CSc2ncnc3c2oc2ccccc23)cc1 ?
CHRM4 PAM: -2; M1 PAM parental: -8; CHRM5 PAM: -7; TAAR1 ag: 0; CRFBP-R2 agonist: 14; M5 antag: 10; CHRM5 agonist: -1; TAAR1 antagonist: -19; CRFR2-BP antag: -12

What do the screens show for `Cc1noc(C)c1COc1cccc(C(=O)NCc2cccc(Cl)c2)c1`?
CHRM4 PAM: -6; M1 PAM parental: 12; CHRM5 PAM: 1; TAAR1 ag: 11; CRFBP-R2 agonist: -1.3; M5 antag: -8; CHRM5 agonist: -2; TAAR1 antagonist: 25; CRFR2-BP antag: 18

Results for Cc1ccc(/C=N/NC(=O)CN(Cc2ccccc2)S(=O)(=O)c2ccc3c(c2)OCCO3)cc1 ?
CHRM4 PAM: 7; M1 PAM parental: 6; CHRM5 PAM: 3; TAAR1 ag: 0; CRFBP-R2 agonist: 7.2; M5 antag: -5; CHRM5 agonist: -1; TAAR1 antagonist: -1; CRFR2-BP antag: 8

Results for CCOC(=O)c1c(NC(NC(C)=O)C(Cl)(Cl)Cl)sc2c1CCCC2 (stereo not drawn) ?
CHRM4 PAM: -2; M1 PAM parental: 18; CHRM5 PAM: -6; TAAR1 ag: 9; CRFBP-R2 agonist: -2.0; M5 antag: -2; CHRM5 agonist: -4; TAAR1 antagonist: -9; CRFR2-BP antag: -9

How did Cc1[nH]n(-c2ccccc2)c(=O)c1/C=N/c1nn[nH]n1 do in these assays?
CHRM4 PAM: 7; M1 PAM parental: 14; CHRM5 PAM: 0; TAAR1 ag: 7; CRFBP-R2 agonist: 0.3; M5 antag: 6; CHRM5 agonist: 0; TAAR1 antagonist: -4; CRFR2-BP antag: -6

3 entries from above, arranged by molecular weight, lowest first.
How did Cc1[nH]n(-c2ccccc2)c(=O)c1/C=N/c1nn[nH]n1 do in these assays?
CHRM4 PAM: 7; M1 PAM parental: 14; CHRM5 PAM: 0; TAAR1 ag: 7; CRFBP-R2 agonist: 0.3; M5 antag: 6; CHRM5 agonist: 0; TAAR1 antagonist: -4; CRFR2-BP antag: -6

Results for CC(C)C1Nc2ccc(S(=O)(=O)N3CCOCC3)cc2NC1=O (stereo not drawn) ?
CHRM4 PAM: -4; M1 PAM parental: -3; CHRM5 PAM: 0; TAAR1 ag: 0; CRFBP-R2 agonist: -4.0; M5 antag: 0; CHRM5 agonist: 2; TAAR1 antagonist: 3; CRFR2-BP antag: 3

How did O=C(NC1CC(=O)N(c2ccc(F)cc2)C1)N1CCN(C(=O)c2ccco2)CC1 (stereo not drawn) do in these assays?
CHRM4 PAM: 14; M1 PAM parental: 1; CHRM5 PAM: 4; TAAR1 ag: 0; CRFBP-R2 agonist: -0.4; M5 antag: -3; CHRM5 agonist: 3; TAAR1 antagonist: -3; CRFR2-BP antag: 10
